Assay outcomes as filed in PubChem BioAssay.
Rab7 wt modul – alters GTP binding to wildtype dog Rab7. GST-Rab7 beads, fluorescent GTP binding, flow cytometry; actives lie on both sides; untreated = 100%, excess cold GTP = 0%. GTP binding activity (percent of control), % at 10 µM. 190,000 compounds, 0.055% hits;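 active = fluorescent GTP binding to Rab7 beads changed by at least 20 points from the 100% baseline, either direction, mostly lower; inconclusive = compound itself probably fluorescent, or too few beads counted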;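 also: median green fluorescence of bound Bodipy-FL-GTP per Rab7 bead population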
Bim-Bfl-1 – disrupts Bim binding to human Bfl-1 | Q16548 | Bead-based flow cytometry, Bim-Bfl-1 binding inhibition | inhibition, % at 10 µM | 190,000 compounds, 0.12% hits;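 also: 0% = wells without compound plus tracer and 100% = blocker peptide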
HRas wt GTP bind – human HRas wildtype GTP binding, change in either direction | P01112 | GST-Ras wt beads, Bodipy-FL-GTP binding, flow cytometry; actives lie on both sides | GTP binding activity, % at 10 µM | 190,000 compounds, 0.14% hits | AID 759;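 active = GTP binding activity at least 20% away from the 100% baseline, either lowered as inhibitor or raised as activator; inconclusive = flagged as likely green fluorescent, judged across all proteins in the well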;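 also: 0% = unlabeled GTP competition control and 100% = no-compound control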
Target sequence (P01112 whole entry, looked up): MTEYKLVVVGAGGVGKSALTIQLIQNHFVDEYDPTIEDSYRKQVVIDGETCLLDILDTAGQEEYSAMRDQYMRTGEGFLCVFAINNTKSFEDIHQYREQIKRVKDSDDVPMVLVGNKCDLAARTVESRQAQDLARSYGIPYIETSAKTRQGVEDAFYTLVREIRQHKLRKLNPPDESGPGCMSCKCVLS
Rac1 wt modul – human Rac1 wildtype GTP binding, inhibitors and activators; GST-Rac1 beads, fluorescent GTP binding, flow cytometry; actives lie on both sides; 0 = cold GTP competed, 100 = untreated; GTP binding activity (% of control), % at 10 µM; 190,000 compounds, 0.27% hits; P63000;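 active = GTP binding activity at least 20 points away from the 100% control level, either lower or higher; inconclusive = compound flagged as likely green fluorescent, judged across all proteins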
Cdc42 wt – modulators (inhibitors or activators) of GTP binding to human Cdc42 wildtype; 190,000 compounds, 0.2% hits; percent activity (GTP binding), % at 10 µM; GST-Cdc42 beads, Bodipy-GTP binding, flow cytometry; actives lie on both sides;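 active = percent activity GTP binding at least 20 points away from the 100% baseline, either down as inhibitor or up as activator; inconclusive = compound flagged as likely green fluorescent from well-wide comparison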;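 also: median bead fluorescence of bound Bodipy-FL-GTP at 100 nM; 0% = excess unlabeled GTP control and 100% = no compound control; below 100% means less GTP binding so inhibitor and above means activator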
Rac1 act GTP bind – modulators of GTP binding to human Rac1 activated mutant | 190,000 compounds, 0.11% hits | percent activity (GTP binding), % at 10 µM | GST-Rac1 activated beads, fluorescent GTP binding, flow cytometry; actives lie on both sides; 100% means binding = to untreated wells | P63000 | AID 764;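 active = GTP binding at least 20 percentage points away from the 100% baseline, in either direction, so actives lie on both sides; inconclusive = Compound likely fluorescent itself, or too few beads counted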
Bim-Bcl-2 – inhibitors of Bim-Bcl-2 interaction, human; P10415; 190,000 compounds, 0.06% hits; Bead-based flow cytometry, Bim peptide-Bcl-2 binding; inhibition, % at 10 µM; in the data active = inhibition above about 40%; inconclusive = no clear call, values can overlap the other calls;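 also: 0% = no compound wells with probe peptide and 100% = reference peptide inhibitor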
Target sequence (P10415 whole entry, looked up): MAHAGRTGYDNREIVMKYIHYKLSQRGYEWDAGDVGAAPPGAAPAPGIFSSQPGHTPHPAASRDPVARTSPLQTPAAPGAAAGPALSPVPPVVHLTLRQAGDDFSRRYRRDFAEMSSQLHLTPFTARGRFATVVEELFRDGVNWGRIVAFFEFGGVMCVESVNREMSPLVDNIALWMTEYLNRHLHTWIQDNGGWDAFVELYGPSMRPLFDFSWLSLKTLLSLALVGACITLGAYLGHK
Bcl-XL Bim block – human Bim-Bcl-XL interaction inhibition; Q07817; Bim peptide-Bcl-XL binding, bead flow cytometry, fluorescence; inhibition, % at 10 µM; 190,000 compounds, 0.04% hits; AID 1007
Target sequence (Q07817 whole entry, looked up): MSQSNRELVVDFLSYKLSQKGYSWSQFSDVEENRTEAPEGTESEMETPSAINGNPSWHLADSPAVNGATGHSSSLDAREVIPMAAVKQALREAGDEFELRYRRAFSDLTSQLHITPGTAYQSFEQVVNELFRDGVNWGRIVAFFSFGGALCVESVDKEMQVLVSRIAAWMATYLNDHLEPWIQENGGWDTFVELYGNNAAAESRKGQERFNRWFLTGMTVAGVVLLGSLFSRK
Rab2 wt GTP – changes GTP binding to wildtype dog Rab2A, up or down | P61105 | GST-Rab2 wt beads, Bodipy-GTP binding, flow cytometry | GTP binding activity, % at 10 µM | 190,000 compounds, 0.19% hits;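 active = GTP binding activity at least 20 points away from 100%, either lowered or raised; inconclusive = signal likely due to the compound's own green fluorescence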;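 also: 0% = beads with excess unlabeled GTP and 100% = no-compound control corrected for plate trend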
Bim-Bcl-B – inhibitors of Bim-Bcl-B interaction, human. 190,000 compounds, 0.073% hits. bead-based flow cytometry, Bim peptide-Bcl-B binding. inhibition, % at 10 µM;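 also: 0% = tracer peptide without compound and 100% = reference inhibitor peptide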
Target sequence (Q9HD36 whole entry, looked up): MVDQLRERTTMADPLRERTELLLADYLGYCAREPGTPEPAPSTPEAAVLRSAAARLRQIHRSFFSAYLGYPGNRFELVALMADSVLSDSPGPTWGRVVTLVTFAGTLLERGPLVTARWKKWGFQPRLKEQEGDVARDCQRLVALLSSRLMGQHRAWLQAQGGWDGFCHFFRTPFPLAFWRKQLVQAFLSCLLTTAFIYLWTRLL
Bim-Bcl-W – disrupts Bim peptide binding to human Bcl-W | Q92843 | bead-based flow cytometry | inhibition, % at 10 µM | 190,000 compounds, 0.02% hits | AID 952;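 also: 0% = bound tracer without compound and 100% = peptide blocker; higher means less fluorescent Bim peptide bound to Bcl-W beads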
Target sequence (Q92843 whole entry, looked up): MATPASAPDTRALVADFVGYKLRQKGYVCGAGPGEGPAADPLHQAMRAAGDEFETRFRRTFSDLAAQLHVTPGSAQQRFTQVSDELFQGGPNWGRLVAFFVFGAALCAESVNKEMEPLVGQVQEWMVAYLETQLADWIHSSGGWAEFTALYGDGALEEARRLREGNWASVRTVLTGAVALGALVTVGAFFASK
* marks the source's active call; other numbers are inactive results; ? = inconclusive. Rule as the data show it, unless noted: active = inhibition above about 40%.

SMILES	Rab7 wt modul	Bim-Bfl-1	HRas wt GTP bind	Rac1 wt modul	Cdc42 wt	Rac1 act GTP bind	Bim-Bcl-2	Bcl-XL Bim block	Rab2 wt GTP	Bim-Bcl-B	Bim-Bcl-W
OCCNc1nc(-c2ccccc2)c2ccccc2n1	104.0	5.0	108.0	102.0	106.0	101.0	1.0	0.0	108.0	-1.0	1.0
COc1ccccc1NS(=O)(=O)c1cccc(C(=O)N/N=C/c2ccc(C)o2)c1	105.0	-3.0	94.0	95.0	96.0	95.0	-4.0	-2.0	96.0	-4.0	-1.0
O=C(NC(=O)c1ccc(F)cc1)Nc1nc(-c2cccs2)cc(C(F)(F)F)n1	93.0	1.0	98.0	96.0	97.0	95.0	-1.0	1.0	96.0	0.0	-1.0
COc1cc(SC)ccc1C(=O)NC(C)C	102.0	-6.0	97.0	98.0	95.0	95.0	-5.0	-2.0	98.0	-8.0	-1.0
Cc1c(Cl)ccc(S(=O)(=O)N2CCN=C2c2ccccc2)c1Cl	100.0	0.0	99.0	101.0	98.0	100.0	-1.0	-5.0	99.0	-5.0	-1.0
CC1(c2ccc(O)cc2)NC(=O)N(c2ccccc2)N1 (stereo not given)	104.0	-12.0	98.0	96.0	96.0	95.0	-8.0	-1.0	98.0	-8.0	-1.0
O=C1Nc2ccccc2Oc2cc([N+](=O)[O-])cc(Oc3ccccc3)c21	95.0	0.0	101.0	103.0	96.0	100.0	1.0	-4.0	101.0	-4.0	-4.0
Cc1ccc(S(=O)(=O)NNC(=O)CCC(=O)Nc2ccc(C)cc2C)cc1	99.0	-5.0	96.0	104.0	102.0	100.0	-4.0	-4.0	97.0	-6.0	-4.0
CCCCC(=O)N/N=C(\C)CC(=O)Nc1ccccc1Br	104.0	-7.0	102.0	107.0	99.0	100.0	-8.0	-7.0	103.0	-9.0	-5.0
Cc1ccc(NC(=O)CSc2nc3ccccc3c(=O)n2CCCC(=O)N2CCCC2)cc1	105.0	-10.0	102.0	104.0	102.0	100.0	-2.0	-4.0	102.0	-5.0	4.0

Of the compounds above, these contain four or more nitrogen atoms.
SMILES	Rab7 wt modul	Bim-Bfl-1	HRas wt GTP bind	Rac1 wt modul	Cdc42 wt	Rac1 act GTP bind	Bim-Bcl-2	Bcl-XL Bim block	Rab2 wt GTP	Bim-Bcl-B	Bim-Bcl-W
O=C(NC(=O)c1ccc(F)cc1)Nc1nc(-c2cccs2)cc(C(F)(F)F)n1	93.0	1.0	98.0	96.0	97.0	95.0	-1.0	1.0	96.0	0.0	-1.0
Cc1ccc(NC(=O)CSc2nc3ccccc3c(=O)n2CCCC(=O)N2CCCC2)cc1	105.0	-10.0	102.0	104.0	102.0	100.0	-2.0	-4.0	102.0	-5.0	4.0

Next section.
SMILES	Rab7 wt modul	Bim-Bfl-1	HRas wt GTP bind	Rac1 wt modul	Cdc42 wt	Rac1 act GTP bind	Bim-Bcl-2	Bcl-XL Bim block	Rab2 wt GTP	Bim-Bcl-B	Bim-Bcl-W
CCn1c(C)nc2cc(C(=O)OCCC(F)(F)F)ccc21	102.0	-8.0	101.0	109.0	105.0	101.0	-8.0	-4.0	104.0	-6.0	0.0
O=C(C1CCCO1)N1CCN(C(=S)Nc2ccc(Cl)c(Cl)c2)CC1 (stereo not given)	99.0	-10.0	104.0	104.0	100.0	100.0	-5.0	-5.0	102.0	-14.0	-4.0
O=C(CCn1cnc2ccccc2c1=O)Nc1ccc2c(c1)OCCO2	96.0	-16.0	101.0	104.0	101.0	100.0	-9.0	-5.0	100.0	-6.0	1.0
Cc1cc(C)c(C#N)c(N2CCN(CCOc3ccc(Cl)cc3)CC2)n1	100.0	-7.0	100.0	102.0	100.0	100.0	-9.0	0.0	100.0	-5.0	0.0
O=C(NC1CCS(=O)(=O)C1)/C(=C\c1ccc(F)cc1)NC(=O)c1ccccc1 (stereo not given)	100.0	-8.0	101.0	105.0	98.0	98.0	-6.0	0.0	96.0	-2.0	1.0
CCOC(=O)c1ccc(NC(=O)c2cnccn2)cc1	96.0	-16.0	99.0	101.0	99.0	96.0	-7.0	-8.0	98.0	-8.0	0.0
O=C(NCCCN1CCN(c2ccccc2F)CC1)Nc1ccccc1[N+](=O)[O-]	95.0	2.0	98.0	102.0	98.0	101.0	0.0	0.0	97.0	-4.0	-3.0
CCN(CC)C(=O)CSC1=N/C(=C/c2ccco2)C(=O)N1c1ccc(OC)c(Cl)c1	98.0	-5.0	97.0	103.0	97.0	97.0	-5.0	-7.0	97.0	-7.0	-2.0
COc1ccc(Oc2ccccc2C=O)cc1	96.0	0.0	96.0	93.0	96.0	93.0	-3.0	0.0	96.0	-2.0	-1.0
N/C(=N/OCC(=O)Nc1cccc2ccccc12)c1nonc1N	99.0	-4.0	102.0	101.0	105.0	100.0	-1.0	0.0	100.0	0.0	0.0
COc1ccc(N2CCN(C(=O)Cn3cncn3)CC2)cc1	?	-1.0	?	?	?	?	-3.0	-6.0	?	-1.0	0.0
COc1cc(-c2nnc(COC(=O)c3cc(C)nc4ccc(C)cc34)o2)cc(OC)c1OC	95.0	-8.0	92.0	93.0	91.0	96.0	-4.0	-3.0	90.0	-5.0	2.0
Cc1c(C(=O)N/N=C/c2ccc(Cl)cc2)[nH]c2ccc(Cl)cc12	103.0	0.0	101.0	105.0	99.0	98.0	-5.0	-8.0	101.0	-6.0	-7.0
COc1ccc(C2C(C#N)=C3NC(=O)c4c(sc5c4CCCCC5)N3C3=C2C(=O)CC(C)(C)C3)cc1 (stereo not given)	87.0	-1.0	91.0	89.0	86.0	84.0	-1.0	-2.0	86.0	0.0	-2.0
COCCCNc1nc2c(c(=O)[nH]c(=O)n2C)n1CC(O)COc1cccc(C)c1 (stereo not given)	95.0	8.0	94.0	96.0	95.0	94.0	1.0	-3.0	95.0	0.0	-11.0
COc1ccccc1Oc1ccc2c(c1)C(=O)N(c1cccc3ncccc13)C2=O	95.0	19.0	100.0	103.0	97.0	101.0	18.0	15.0	100.0	12.0	11.0
COc1ccccc1Oc1ncnc2c1oc1ccccc12	93.0	-4.0	94.0	98.0	95.0	96.0	-1.0	0.0	95.0	-3.0	0.0
COc1ccc(-c2cn3nc4c(nc3n2)CCCC4)cc1	106.0	-4.0	105.0	103.0	102.0	97.0	0.0	2.0	102.0	-4.0	3.0
CC1CCc2ccccc2N1C(N)=Nc1ccccc1 (stereo not given)	93.0	2.0	98.0	102.0	102.0	97.0	-1.0	-1.0	94.0	-2.0	-4.0
C/C(=N/O)c1ccc2c(c1)OCCOCCOc1cc(/C(C)=N/O)ccc1OCCOCCO2	98.0	-1.0	102.0	106.0	104.0	100.0	4.0	6.0	98.0	5.0	4.0
CCOCCCNC(=O)C(NC(=O)Cc1cccs1)c1ccc(OC)cc1 (stereo not given)	97.0	-4.0	94.0	95.0	95.0	94.0	-4.0	-2.0	97.0	-5.0	-4.0
CCS(=O)(=O)N1CCC(C(=O)NCc2ccc(OC)cc2)CC1	100.0	-7.0	100.0	101.0	97.0	99.0	-4.0	-1.0	100.0	-3.0	-4.0
O=C(Nc1cccc(C(F)(F)F)c1)OCCN1CCN(Cc2ccccc2)CCC1=O	100.0	-1.0	103.0	106.0	103.0	97.0	-2.0	-3.0	102.0	-3.0	0.0
O=C(CN1CCN(C(=O)c2ccco2)CC1)Nc1cccc([N+](=O)[O-])c1	103.0	1.0	96.0	96.0	98.0	95.0	-1.0	-4.0	97.0	0.0	-5.0
O=C1c2ccc3c4c(ccc(c24)C(=O)N1c1ccc(O)cc1)C(=O)N(c1ccc(O)cc1)C3=O	96.0	-3.0	94.0	95.0	95.0	96.0	2.0	0.0	99.0	-4.0	0.0
C=CCNC(=O)C(=O)N/N=C/c1ccco1	100.0	1.0	96.0	100.0	99.0	98.0	3.0	0.0	97.0	4.0	3.0
CC(=O)c1c(C)oc2ccc(N(C(=O)c3ccncc3)S(=O)(=O)c3ccccc3)cc12	105.0	-4.0	99.0	98.0	96.0	95.0	-1.0	-3.0	102.0	-3.0	-1.0
COC(=O)c1ccc(-c2ccco2)n1Cc1nc(-c2ccc(OC)c(OC)c2)oc1C	105.0	6.0	104.0	110.0	106.0	101.0	-2.0	5.0	101.0	-5.0	8.0
COc1ccccc1N1CCN(C(=O)COc2ccc(C)cc2Br)CC1	98.0	-12.0	100.0	103.0	98.0	99.0	-8.0	-3.0	101.0	-6.0	-2.0
Cc1cc(C)cc(Oc2ccccc2/C=N\O)c1	97.0	-11.0	100.0	102.0	101.0	98.0	-1.0	-2.0	99.0	-9.0	-6.0
CN(C)c1ccnc(Oc2ccc(Cl)cc2)c1C#N	103.0	-2.0	105.0	111.0	107.0	105.0	-4.0	-4.0	105.0	-4.0	-3.0
CCC1(c2ccccc2)NC(=O)N(Cc2ccc(C(=O)OC)cc2)C1=O (stereo not given)	101.0	-2.0	100.0	105.0	102.0	100.0	-5.0	-12.0	100.0	-8.0	-2.0
COC(=O)C1CC(c2ccc(Cl)cc2)=NO1 (stereo not given)	100.0	-4.0	99.0	102.0	102.0	97.0	-3.0	-3.0	98.0	-4.0	-4.0
CCCCCC(=O)NC(Cc1ccc(OC)c([N+](=O)[O-])c1)C(=O)O (stereo not given)	92.0	1.0	91.0	91.0	89.0	89.0	1.0	-3.0	90.0	-1.0	1.0
Cn1nnnc1SCc1nc2ccccc2[nH]1	100.0	-17.0	99.0	100.0	100.0	96.0	-9.0	-5.0	100.0	-7.0	0.0
C/C(=N\NC(=O)CNC(=O)C(c1ccccc1)c1ccccc1)c1ccccc1	103.0	-4.0	104.0	108.0	105.0	103.0	-7.0	-9.0	104.0	-8.0	-11.0
CC(C)(C)NC(=O)NC(=O)COC(=O)Cc1ccc(Cl)cc1Cl	100.0	-6.0	100.0	101.0	99.0	99.0	-2.0	-2.0	97.0	-7.0	-1.0
O=C(CSc1nc(-c2ccccc2)cs1)NCc1ccco1	104.0	0.0	101.0	98.0	101.0	101.0	0.0	-2.0	103.0	-4.0	-1.0
O=C(NC(CCl)c1ccccc1)c1ccc(Cl)cc1 (stereo not given)	97.0	-2.0	97.0	100.0	98.0	98.0	-1.0	-2.0	93.0	-4.0	0.0
O=C(Nc1cccc2c1CCCC2)c1ccncc1	101.0	-2.0	100.0	103.0	101.0	98.0	7.0	2.0	102.0	2.0	3.0
C=CCN1C(=O)C2(c3ccccc31)C1CCCC=C1C(C#N)=C(N)C2(C#N)C#N (stereo not given)	99.0	0.0	98.0	103.0	99.0	100.0	-1.0	-2.0	101.0	-2.0	-1.0
COc1cccc(-n2c(CN3CCN(c4ccccn4)CC3)nc3ccc([N+](=O)[O-])cc3c2=O)c1	101.0	-3.0	98.0	104.0	98.0	98.0	-6.0	-4.0	99.0	-7.0	-2.0
Cc1cc(NC(=O)NC(=O)c2ccc(F)cc2F)n[nH]1	97.0	-1.0	102.0	103.0	104.0	102.0	-4.0	-2.0	106.0	-3.0	-3.0
CCN(CC)c1ccc(-c2nnc(SCC(=O)Nc3ccccc3C#N)n2-c2ccccc2)cc1	103.0	4.0	104.0	105.0	104.0	100.0	-1.0	-4.0	103.0	-15.0	-1.0
